m-calpain inh: inhibitors of pig calpain II, primary screen, biochemical, fluorogenic peptide substrate, 1536-well. purified calpain II, 30 min. inhibition, % at 16 µM. 220,000 tested, 0.37% active;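 active = inhibition above about 50%, limit read from the data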
EBV gp42 inh: Epstein-Barr virus gp42 inhibitors, primary screen, biochemical, uHTS, fluorescence polarization | inhibition, % (tested at 21.74 µM) | Glycoprotein 42 (Epstein-Barr virus (strain AG876)), Q1HVG2 | 220,000 tested, 0.42% active | Fluorescence polarization binding assay, mP read-out; in the data active = inhibition above about 50%
Target sequence (Q1HVG2 whole entry, looked up): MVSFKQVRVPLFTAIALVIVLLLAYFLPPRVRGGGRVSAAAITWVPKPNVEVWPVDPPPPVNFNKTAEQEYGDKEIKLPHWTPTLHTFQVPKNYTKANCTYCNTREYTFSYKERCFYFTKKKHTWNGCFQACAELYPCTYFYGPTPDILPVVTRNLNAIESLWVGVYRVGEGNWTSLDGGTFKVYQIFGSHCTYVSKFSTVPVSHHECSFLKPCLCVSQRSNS
TRPML3 agonist: human TRPML3 channel agonists, primary screen, cell-based, HEK293 TRPML3-YFP, Fluo-8 calcium fluorescence, 3 µM. 100% = the carbachol control signal. activation, % at 3 µM. 220,000 tested, 0.29% active;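 active = activation above its plate's cutoff, the mean activation of the plate's test wells plus 3 SD, cut at about 12% in these data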;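 note: 0% = DMSO only wells and 100% = carbachol wells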
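Test system – HEK293 line with stable expression of human TRPML3-YFP channel · Control set – carbachol 87 µM final as high control (100%), DMSO as low control (0%) · Signal – Fluo-8 calcium dye fluorescence, ex 470-495, em 515-575 nm · Incubation – 1-h 37 °C dye load, 5-s basal, 120-s post-compound reads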
zfTRPN1 agonist: zebrafish TRPN1 channel agonists, primary screen, cell-based, HEK293, calcium fluorescence; transient receptor potential cation channel N1 (TRPN1/NompC), Danio rerio; HEK293 zebrafish TRPN1-YFP, Fluo-8 calcium fluorescence; 100% = response to 87 µM carbachol; activation, % at 3 µM; 220,000 tested, 0.18% active;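 active = activation above its plate's cutoff, the mean activation of test wells on that plate plus 3 SD, cut at about 19% in these data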;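 note: 0% = DMSO alone and 100% = 87 µM carbachol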
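Assay system: Zebrafish TRPN1-YFP in HEK293 cells | Incubation: Dye loading 1 h at 37 °C, then 30 min room temperature | Measured by: Kinetic Fluo-8 fluorescence, ex 470-495, em 515-575 nm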
Furin inh: human furin inhibitors, primary screen, biochemical, fluorescence intensity | P09958 | 220,000 tested, 0.061% active | inhibition, % at 30 µM | purified furin, fluorogenic substrate cleavage; in the data active = inhibition above about 25%; note: inactives centre near -15
Target sequence (P09958 108-714 limits assumed): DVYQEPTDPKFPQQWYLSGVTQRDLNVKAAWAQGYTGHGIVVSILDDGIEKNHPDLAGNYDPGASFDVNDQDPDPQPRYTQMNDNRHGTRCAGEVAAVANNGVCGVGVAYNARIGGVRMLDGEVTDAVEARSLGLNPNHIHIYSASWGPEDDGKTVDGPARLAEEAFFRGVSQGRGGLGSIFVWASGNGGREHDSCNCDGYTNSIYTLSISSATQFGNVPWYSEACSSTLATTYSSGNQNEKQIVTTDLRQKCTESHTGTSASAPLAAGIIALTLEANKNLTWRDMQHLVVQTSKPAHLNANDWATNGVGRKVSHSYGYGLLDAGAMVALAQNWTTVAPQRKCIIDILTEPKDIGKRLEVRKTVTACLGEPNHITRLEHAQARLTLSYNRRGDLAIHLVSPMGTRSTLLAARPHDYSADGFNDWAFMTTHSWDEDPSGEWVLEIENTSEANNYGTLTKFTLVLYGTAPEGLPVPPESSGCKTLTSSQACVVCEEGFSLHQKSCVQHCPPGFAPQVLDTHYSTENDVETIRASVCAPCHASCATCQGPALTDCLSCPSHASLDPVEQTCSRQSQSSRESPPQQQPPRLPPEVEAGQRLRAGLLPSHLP
PPC-1+TRAIL kill: compounds killing PPC-1 cancer cells with TRAIL present, primary screen, TRAIL potentiator project, ATPLite luminescence, uHTS. PPC-1 cells + TRAIL, ATPLite viability luminescence. AID 1443, 2008. cell killing (% activity), % at 4 µM. 220,000 tested, 0.41% active;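 active = cell killing above 50% in the first pass at 4 µM, then a duplicate retest at 5 µM averaging 50% or more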;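 note: plate controls were cells with TRAIL plus DMSO for no effect and medium-only wells lacking cells for full effect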
Tb hexokinase: Trypanosoma brucei hexokinase 1 inhibitors, primary screen, biochemical, G6PDH-coupled NADH absorbance, MLSCN library | recombinant TbHK1, G6PDH-coupled NADH A340 | hexokinase 1 [Trypanosoma brucei] | 220,000 tested, 0.11% active | inhibition, % at 10 µM | AID 1430, 2008;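 active = inhibition of 50% or more in the single-dose primary screen; inactive = inhibition below 50%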
KCC2 mod: KCC2 cotransporter modulators, thallium flux, primary screen, cell-based, HEK293 KCC2, FluoZin-2 fluorescence, MLSMR. KCC2 cells, thallium flux FluoZin-2 fluorescence. B-score of Tl+ flux slope (higher = more flux/activation; lower = inhibition) at 10 µM. 190,000 tested, 2.2% active. AID 1456, 2008;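 active = thallium flux slope and its plate-corrected score both differing from the plate sample mean at a set confidence after two filtering rounds, in either direction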;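 note: slope of fluorescence scaled to starting intensity during 10 to 20 s after thallium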
thrombin 1536: human alpha-thrombin inhibitors, primary screen, counter-screen for coagulation protease inhibitor project, biochemical, 1536-well, fluorogenic AMC substrate; Prothrombin (Homo sapiens), P00734; Boc-VPR-AMC fluorogenic substrate cleavage; inhibition, % at 5 µM; 220,000 tested, 0.26% active; AID 1046, 2008;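 active = inhibition at or above 40%; inactive = inhibition below 40%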;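 note: 0% = enzyme with no compound and 100% = wells without enzyme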
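Test system: human alpha-thrombin protein / Dosing: one concentration per compound, 5 µM, with 0.2% DMSO / Medium: pH 7.5 Tris-saline with Tween 20 / Benchmarks: no-compound enzyme wells and no-enzyme blanks / Read-out basis: percent inhibition of thrombin substrate cleavage / Timing: reaction at room temperature / Measured by: fluorescence, ex 355 nm, em 460 nm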
The depositor's hits bear a star; . = not tested or not shown; [ ] = dose if it differs, or a comment. Rows are unselected. About 3.6% of those tested had a hit in this group.

Every second line gives: m-calpain inh	EBV gp42 inh	TRPML3 agonist	zfTRPN1 agonist	Furin inh	PPC-1+TRAIL kill	Tb hexokinase	KCC2 mod	thrombin 1536
C=CCOc1ccc(C2C(C(=O)c3ccco3)=C(O)C(=O)N2Cc2cccnc2)cc1 (stereo not drawn)
  -10	-18	0.1	1.5	-5[20 µM]	19	-10	0.88	-5
Cc1ccc(OC(C)C(=O)N/N=C/c2ccccn2)cc1 (stereo not drawn)
  27	-4	-0.2	-0.6	-19	-19	3	.	-3
Cc1ccc(OCC(=O)Nc2ccc(F)cc2)cc1C
  -113	-16	-1.2	-0.9	1[20 µM]	-4	11	-0.11	2
O=C(NCc1ccccc1)c1ccc(=O)[nH]n1
  -7	-8	0.4	0.8	-1	10	-4	2.2	5
CN(Cc1cc(=O)n2ccsc2n1)c1ccccc1
  1	-16	0.5	-0.7	-9	19	-4	-0.45	1
COc1ccc(-n2c(=O)c3ccccc3n(CC(=O)NCc3ccco3)c2=O)cc1
  -18	-7	1.3	0.9	-13	7	-1	0.36	-7
COc1cccc(C(=O)Nc2nc(SCc3ccc(Cl)cc3)n[nH]2)c1
  6	-5	0.3	-1.1	-20	26	5	0.18	51*
CC1=NNC(=O)C1C(c1ccc(F)cc1)C(C#N)C#N (stereo not drawn)
  .	.	0.8	0.0	-11[20 µM]	.	3	-2.2	.
O=C(c1ccc(N2C(=O)C3CC=C(Cl)CC3C2=O)cc1)N1CCCCC1 (stereo not drawn)
  -8	-21	0.4	3.3	-26[20 µM]	14	-1	-0.47	-2
FC(F)(F)c1cnc(-c2cnc3c(-c4ccc(Cl)cc4)cnn3c2)c(Cl)c1
  -17	-35	1.2	-0.2	-8[20 µM]	-4	-13	.	4
c1ccc(-c2cc(-c3ccccc3)on2)cc1
  -8	-11	0.1	-0.2	-12	-3	0	1	-8
O=C(CCCC(=O)N(c1ccc2c(c1)OCCO2)C(C(=O)NC1CCCCC1)c1ccc(F)cc1)Nc1ccccn1 (stereo not drawn)
  3	-14	-0.2	-0.8	-26[20 µM]	28	-6	1.3	2
CC(C)(C)n1nnnc1C(c1cccs1)N(Cc1cccnc1)CC1CCCO1 (stereo not drawn)
  8	-6	-0.8	0.7	-17	3	1	-2.3	13
CC(C)OC(=O)CC(=O)CSc1nc2c(cc1C#N)CCCCCC2
  -135	13	1.0	1.0	-19[20 µM]	-16	-13	.	-3
CCN(CC)CCNC(=O)c1ccc(NC(=O)Cc2ccccc2F)cc1
  -3	-9	0.1	-1.9	-14	20	-3	-0.36	17
C#CCO[C@@H]1C[C@H](n2cnc3c(NC(=O)c4ccccc4)ncnc32)O[C@@H]1CO
  15	-20	.	.	-24	13	-8	-0.012	-4
COc1ccc(OCC(=O)NNC(=O)Cc2coc3cc(OC)ccc23)cc1
  13	-3	-0.1	1.1	-14	1	-2	0.82	20
Cc1nc(N2CCC(C(N)=O)CC2)c2nnn(Cc3ccccc3)c2n1
  4	-10	0.4	1.6	-12	3	-3	-0.043	4
COc1ccccc1N1CCN(c2cc(=O)n(-c3ccccc3Cl)c(=O)[nH]2)CC1
  0	-19	1.5	0.8	-23	-9	-6	0.37	-2
COc1cc2c3nnc(-c4ccc(F)cc4)c-3cn(Cc3ccccc3)c2cc1OC
  -111	-44	-0.9	-1.9	-49	28	-6	.	-5
Cn1c(=O)c2c(nc(CN3CCN(CCO)CC3)n2Cc2cccc3ccccc23)n(C)c1=O
  19	1	1.4	1.2	-14	12	2	-1.3	-6
CCOc1ccccc1NC(=O)C1Cc2ccccc2CN1S(C)(=O)=O (stereo not drawn)
  9	-10	-0.7	-0.7	-17	8	3	.	5
CSc1cccc(NC(=O)c2nnn(Cc3ccccc3)c2N)c1
  21	-4	-0.6	-0.2	-18	-13	6	0.074	-1
CC(=O)Nc1ccc(C(=O)Nc2nc(-c3cc(C)n(Cc4ccccc4)c3C)cs2)cc1
  -87	-9	0.3	1.2	-19	-6	-12	-0.019	-3
NC(=O)C1CCN(C(=O)CSCc2ccccc2Cl)CC1
  -31	-20	-0.1	0.5	-13	-1	-2	.	3
N#CCN1CCC2(O)CCCCC2C1c1ccc2c(c1)OCO2 (stereo not drawn)
  1	-5	1.0	-1.1	-32	1	-11	-0.43	-1
CCOC(=O)c1cnc2c(C#N)c(C)nn2c1C
  -69	-5	-0.4	0.3	-16	2	30	.	-6
C=CCn1c(SCC(N)=O)nnc1-c1cc2c(s1)CCC(CC)C2 (stereo not drawn)
  7	-16	-0.5	-1.4	-10	18	0	-1.9	-7
CCNS(=O)(=O)c1ccc(NC(=O)c2ccc(Cn3cc([N+](=O)[O-])cn3)o2)cc1
  39	-2	0.7	0.8	-21	10	5	-1	0
CC(C)C(=O)Nc1ccccc1Cc1ccccc1
  -22	-2	0.0	-1.1	-23	10	-6	0.04	1
O=C(c1ccco1)c1cn(CC(=O)N2CCCc3ccccc32)c2ccccc12
  45	5	-0.5	2.5	22[20 µM]	13	-18	0.64	-1
CCn1c(COc2ccccc2C)nnc1SCC(=O)CC(=O)Nc1ccccc1OC
  -239	-6	0.3	0.5	-15	2	-3	-3.4	-2
CCOC(=O)CCCNC(=O)CSc1nc2ccc(OCC)cc2[nH]1
  -2	-9	-0.8	-0.6	-18	13	3	-0.031	-4
CCOC(=O)N1CCC(N(CCN(C)C)C(=S)Nc2cc(C)ccc2C)CC1
  12	6	0.9	1.4	-10	-13	2	0.26	-6
Cc1sc2nc(SCC(=O)N(C)C)[nH]c(=O)c2c1C
  -5	-11	0.4	-1.6	-19[20 µM]	3	-2	-0.59	2
O=C(COC(=O)c1ccccc1OCC(=O)Nc1ccc(Br)cc1)Nc1ccccc1
  36	-15	1.1	0.7	-11	8	10	0.29	-11
CCC1(CC)NC(=O)N(CC(=O)OCC(=O)Nc2ccccc2[N+](=O)[O-])C1=O
  2	1	1.5	-0.2	-23	0	-4	.	3
COc1ccc2[nH]cc(CCNS(=O)(=O)Cc3ccccc3)c2c1
  -7	-6	0.8	0.7	-23	0	1	-0.1	-10
Cc1ccc(S(=O)(=O)CCc2nnc(NC(=O)C3CCCCC3)s2)cc1
  -28	-18	0.4	0.6	-35	-9	-3	.	1
CCOc1ccccc1C(=O)N[C@H](C(=O)Nc1nc2c(s1)CCCC2)C(C)C
  11	-3	0.4	-1.2	-6	23	-6	2.7	0
CCOC(=O)c1oc2cccc(O)c2c1CN1CCOCC1
  -5	-16	-0.5	1.5	-14	2	-8	1.4	-6
CC1(c2ccccc2)NC(=O)N(CC(=O)Nc2cc(S(=O)(=O)N3CCOCC3)ccc2Cl)C1=O (stereo not drawn)
  -15	-10	0.6	0.9	-25	-36	-4	-1.5	0
Cc1ccc(Nc2c(-c3ccc(N(C)C)cc3)nc3ncccn23)cc1
  -26	-13	0.6	-0.7	-23	22	-17	0.8	1
CN1CCN(NC(=O)CN2C(=O)/C(=C/c3ccccc3F)SC2=S)CC1
  0	-11	1.3	0.3	-9	22	-9	-0.089	-2
COc1cccc(OCCSc2nc(N)cc(N)n2)c1
  -22	-25	3.3	6.1	-9[20 µM]	28	1	.	2
CC(NC(=S)Nc1ccc(OC(F)F)c(Cl)c1)C(C)(C)C (stereo not drawn)
  -10	2	10	16	-28	11	1	-0.61	-2
COC(=O)CNc1nc(C2CC2)nc2c1nnn2Cc1ccccc1Cl
  -4	-24	-1.7	-1.5	-21[20 µM]	-4	-3	-0.57	6
COC(=O)c1ccc(COc2ncnc3sccc23)cc1
  -15	3	0.3	-0.8	-23	26	2	-0.54	-11
Nc1cccnc1Sc1ccc(Cl)cc1
  -77	-15	-0.9	-1.6	-3[20 µM]	10	-8	.	0
NC(=O)c1ccc(-c2csnn2)cc1
  -12	-5	1.1	2.2	-17	-4	-10	0.0027	-2
CC(=O)c1cccc(NC(=S)NCCC2=CCCCC2)c1
  30	-7	0.3	3.2	-20[20 µM]	9	-11	-0.093	4
Cc1cc(OCC(O)CNC(C)(C)C)ccc1Cl (stereo not drawn)
  -27	3	2.5	1.7	-20	-3	5	0.11	-2
COc1ccc(CN2CCN(S(=O)(=O)c3ccc(NC(C)=O)cc3)CC2)c(OC)c1OC
  -4	3	0.4	0.8	-12	9	-8	-1	-8
Cc1ccc(Oc2cc([N+](=O)[O-])cc3c2C(=O)Nc2ccccc2O3)cc1
  11	-78	0.4	1.0	-7	4	13	-0.22	1
Cc1ccc2nc(C3CCN(CC(=O)N4CCCCCC4)CC3)[nH]c2c1
  5	6	0.5	-0.9	-15[20 µM]	-2	-2	0.44	8
CCOc1ccc(OCC)c(NC(=O)CN(C)S(=O)(=O)c2cccc3nsnc23)c1
  1	-7	-0.9	-1.9	-9	9	-10	.	-7
COc1ccccc1NS(=O)(=O)CC12CCC(CC1=O)C2(C)C (stereo not drawn)
  -40	-5	0.4	1.1	-10	16	-8	0.76	-1
COc1cccc2[nH]c3c(N4CCc5ccccc5C4)ncnc3c12
  -112	-6	0.7	1.3	-17	4	-16	0.41	-3
Cc1ccccc1N=C1NC(=O)CS1
  -24	-17	0.2	-0.2	-15	8	3	0.36	-3
CCOc1ccc(C2C(C#N)=C(N)SC(N)=C2C#N)cc1OC
  -25	-19	1.6	4.2	-13	8	-13	-0.64	-1
COc1ccc(OC)c(NC(=O)CSc2nnc(Cc3cccn3C)n2-c2ccc(F)cc2)c1
  -1	-8	-0.6	-0.6	-7	5	-6	-0.084	-5
Cc1ccc(-c2cc(C(=O)NCC3CCCO3)c3ccccc3n2)cc1C (stereo not drawn)
  -435	-10	-0.1	-2.2	-28	15	-11	-0.08	.

Record cards, from the list above.
`CCn1c(COc2ccccc2C)nnc1SCC(=O)CC(=O)Nc1ccccc1OC` in the list: m-calpain inh = -239; EBV gp42 inh = -6; TRPML3 agonist = 0.3; zfTRPN1 agonist = 0.5; Furin inh = -15; PPC-1+TRAIL kill = 2; Tb hexokinase = -3; KCC2 mod = -3.4; thrombin 1536 = -2
`Cc1sc2nc(SCC(=O)N(C)C)[nH]c(=O)c2c1C` in the list: m-calpain inh = -5; EBV gp42 inh = -11; TRPML3 agonist = 0.4; zfTRPN1 agonist = -1.6; Furin inh = -19[20 µM]; PPC-1+TRAIL kill = 3; Tb hexokinase = -2; KCC2 mod = -0.59; thrombin 1536 = 2

Screens: PubChem BioAssay, several laboratories
